# H37Rv inhibition = M. tuberculosis growth inhibition, HTS (AID 449762); hit rate 0.59% among 330,000; inhibition, % at 25 µM; hits with a dose series show IC50 in µM; M. tuberculosis H37Rv growth inhibition, 7H9 media; higher % means a stronger effect; in the data active = a potency from the dose series; inconclusive = inhibition above about 70% without an active follow-up result;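 note: bacterial growth assessed after seven days of incubation; strong numbers were not always called active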
# H1N1 NS1A inhibition = NS1A inhibition, H1N1 influenza, cell based functional assay (AID 504329); NS1A functional cell-based assay, percent inhibition; higher % means a stronger effect; inhibition, % at 12.5 µM, or IC50 in µM where a hit was titrated; hit rate 0.3% among 340,000; in the data active = a potency from the dose series; inconclusive = inhibition above about 27% without an active follow-up result; note: strong numbers were not always called active
# inhibitors of VEEV = inhibitors of VEEV TC-83 cytopathic effect, confirmation, Vero cells (AID 588727); Vero cells, VEEV TC-83 cytopathic effect inhibition; higher % means a stronger effect; one-dose inhibition, % at 20 µM; IC50 in µM for titrated hits; hit rate 0.13% among 350,000; in the data active = a potency from the dose series; inconclusive = inhibition mostly from about 14% at the one dose, without a potency; inactive = the rest, 99 in 100 with inhibition below about 12%; note: strong numbers were not always called active
# Salmonella PhoP GFP = Inhibition of PhoP regulon, Salmonella typhi GFP reporter cells, confirmation, 4 h (AID 1850); Salmonella Typhi PhoP-promoter GFP reporter, fluorescence, 4 h; higher % means a stronger effect; inhibition, % at 50 µM; hits with a dose series show IC50 in µM; hit rate 0.33% among 310,000; in the data active = a potency from the dose series; inconclusive = inhibition mostly from about 25% at the one dose, without a potency; inactive = the rest, 99 in 100 with inhibition below about 19%;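 note: 0% = induced wells with vehicle and 100% = uninduced wells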
# tuberculosis growth = growth inhibition of non-replicating M. tuberculosis (AID 488890) | Mycobacterium tuberculosis non-replicating, growth inhibition; higher % means a stronger effect | one-dose inhibition, % at 25 µM; IC50 in µM for titrated hits | hit rate 0.39% among 320,000; in the data active = a potency from the dose series; inconclusive = inhibition mostly from about 82% at the one dose, without a potency; inactive = the rest, 99 in 100 with inhibition below about 76%;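 note: plate controls were DMSO cells for no effect and high antibiotic wells for full effect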
# inhibitors of VEEV 10K pilot screen = also measured in inhibitors of VEEV; calls as there; inhibition, %; measured here: 10K pilot screen inhibition
# Numbers without * were called inactive; i = inactive; ? = inconclusive; · = not tested or not shown.
SMILES,H37Rv inhibition,H1N1 NS1A inhibition,inhibitors of VEEV,Salmonella PhoP GFP,tuberculosis growth,others
Cn1nnnc1SCC(=O)N1CCN(C(=O)c2ccco2)CC1,6%,-4%,2.0%,-5%,5%,
COc1ccc(S(=O)(=O)NCCSCc2cccs2)cc1,10%,5%,i,0%,10%,
COc1ccc(C2=C(C=Nc3c(C)n(C)n(-c4ccccc4)c3=O)C(c3ccccc3C)c3ccccc3O2)cc1OC (stereo not drawn),-2%,12%,0.7%,-22%,·,inhibitors of VEEV 10K pilot screen=2.6
COC(=O)C1CN(C(=O)COc2ccc(Cl)c(C)c2)c2ccccc2O1 (stereo not drawn),8%,-1%,2.1%,4%,77%,
C=CCNC(=O)NC(=O)COC(=O)c1ccccc1Sc1ccc(C(F)(F)F)cc1[N+](=O)[O-],4%,-3%,2.1%,-5%,-24%,
CC(=O)c1ccc(OCC(=O)Nc2ccc(N3CCCCC3)cc2)cc1,-1%,17%,0.6%,·,19%,
OCC[C@@H]1C[C@@H](O)[C@H](O)[C@@]2(CCCCO2)O1,-3%,-3%,1.4%,-6%,-5%,inhibitors of VEEV 10K pilot screen=1.2
COC(=O)c1sc2ccccc2c1-n1cccc1C(=O)C(=O)Nc1ccc(Cl)cc1,5%,-1%,6.6%,7%,2%,
Nc1nc2ccccc2[nH]1,-2%,-6%,0.7%,9%,1%,
COc1ccc2nc(Nc3ccccc3OC)sc2c1,-1%,11%,2.8%,4%,31%,
Cc1noc(/C=C/N(C)C)c1S(=O)(=O)N1CCCC(C(=O)NC(C)c2ccccc2)C1 (stereo not drawn),2%,3%,i,-6%,31%,
O=C(CN1C(=O)C2CC=CCC2C1=O)NCc1ccc2c(c1)OCO2 (stereo not drawn),-5%,5%,2.8%,-14%,-3%,
Oc1c(Cl)c(Cl)c(Cl)c(Cl)c1Cl,0%,0%,0.3%,-5%,?,
CCCn1c2ccccc2c2cnn(CC(=O)NC3CCN(Cc4ccccc4)CC3)c(=O)c21,0%,1%,i,3%,37%,
Nc1ccc(Nc2nc(-c3cccs3)cs2)cc1,18%,2%,1.6%,4%,-2%,
Cc1ccc(-c2ccc(=O)n(CC(=O)N3CCN(c4cccc(C)c4)C(C)C3)n2)cc1 (stereo not drawn),?,1%,i,4%,35%,
O=c1[nH]c2ccccc2c(O)c1Cc1ccccc1,3%,7%,0.6%,-5%,-3%,
COc1ccc(-n2nnnc2SCC(N)=O)cc1,-7%,-4%,3.8%,-11%,-6%,
Nc1c(C(=O)Nc2ccccc2F)sc2nc(-c3ccco3)ccc12,-1%,-4%,5.5%,-11%,16%,
CCCCCn1nc(C(=O)N(CC)c2c(N)n(CCCC)c(=O)[nH]c2=O)c2ccccc2c1=O,6%,1%,3.2%,·,16%,
CCn1c(-c2nn(C)c(C)c2Cl)n[nH]c1=S,-8%,-10%,1.8%,6%,-8%,
COc1cc(OC)cc(C(=O)Nc2ccc(Nc3ccccc3)cc2)c1,7%,6%,2.4%,6%,48%,
CC(=O)Nc1ccccc1NC(=O)C/C(C)=N/NC(=O)c1ccncc1,?,-8%,0.3%,0%,61%,
O=C(CSc1ncnc2c1oc1ccccc12)NCc1ccco1,6%,9%,0.2%,-5%,7%,
Cc1ccnc(SCC(=O)n2c3c(c4ccccc42)CC(C)CC3)n1 (stereo not drawn),7%,2%,i,5%,0%,
CCOc1ccc(N(C)Cc2cc(=O)oc3ccc(OCC)cc23)cc1,1%,11%,2.9%,3%,11%,
CN=c1scc(C)n1/N=C/c1cc(Br)c(O)c(Br)c1,-10%,-7%,0.6%,16%,47%,
S=C(c1ccc(-c2ccc(Br)cc2)o1)N1CCCCC1,?,11%,1.1%,-114%,?,
CCn1nc(C(=O)OCC(=O)N2CC(=O)Nc3ccccc32)c2ccccc2c1=O,-2%,-2%,1.6%,-2%,-18%,
COc1ccccc1C=NN1C(=O)CSC1=S,·,2%,3.3%,·,·,

# Overlap with the part before: 7 compounds, followed by the next part.
SMILES,H37Rv inhibition,H1N1 NS1A inhibition,inhibitors of VEEV,Salmonella PhoP GFP,tuberculosis growth,others
O=C(CSc1ncnc2c1oc1ccccc12)NCc1ccco1,6%,9%,0.2%,-5%,7%,
Cc1ccnc(SCC(=O)n2c3c(c4ccccc42)CC(C)CC3)n1 (stereo not drawn),7%,2%,i,5%,0%,
CCOc1ccc(N(C)Cc2cc(=O)oc3ccc(OCC)cc23)cc1,1%,11%,2.9%,3%,11%,
CN=c1scc(C)n1/N=C/c1cc(Br)c(O)c(Br)c1,-10%,-7%,0.6%,16%,47%,
S=C(c1ccc(-c2ccc(Br)cc2)o1)N1CCCCC1,?,11%,1.1%,-114%,?,
CCn1nc(C(=O)OCC(=O)N2CC(=O)Nc3ccccc32)c2ccccc2c1=O,-2%,-2%,1.6%,-2%,-18%,
COc1ccccc1C=NN1C(=O)CSC1=S,·,2%,3.3%,·,·,
CCOC(=O)[C@H]1[C@H]2COc3ccc(C)cc3[C@@H]2N2C(=O)CN(C)C(=O)[C@@]12C,·,-4%,i,·,·,
Cc1ccc2[nH]c(=O)c(CN(CCc3ccccc3)C(c3nnnn3Cc3ccco3)C(C)C)cc2c1 (stereo not drawn),8%,-7%,?,14%,62%,
O=C(COC(=O)CCC1CCCC1)Nc1ccccc1Sc1ccccc1,3%,-9%,i,3%,73%,
CCOC(=O)N1CCN(C2CC(=O)N(c3ccc(F)cc3)C2=O)CC1 (stereo not drawn),12%,-4%,0.1%,-3%,7%,
Nc1nonc1-n1nnc(C(=O)N/N=C/c2ccc(O)cc2)c1COc1ccc(F)cc1,-3%,-3%,0.8%,8%,0%,
CN(C)C(=O)CCc1ccc2c3c([nH]c2c1)[C@]1(CCc2ccccc2)[C@@H](C(=O)N2CCCCC2)C[C@H](CC(=O)NCCCn2ccnc2)C(=O)N1CC3,·,1%,0.2%,·,·,
CN1C(C(=O)NCC2CC2)CC2Cn3c(nc4cc(Cl)c(Cl)cc43)C21 (stereo not drawn),-2%,-3%,i,-9%,-9%,
Cc1c(Nc2ccc3nonc3c2[N+](=O)[O-])c(=O)n(-c2ccccc2)n1C,-10%,-5%,1.1%,13%,-1%,
CC(C(=O)NCCC1=CCCCC1)c1ccc([N+](=O)[O-])cc1 (stereo not drawn),5%,4%,i,-6%,17%,
Cc1cc(NC(=O)CCC(=O)N(CC(=O)NC2CCCC2)Cc2cccs2)no1,-5%,5%,1.4%,-1%,-4%,
CCN(CC)CC#CCOC(c1ccccc1)c1ccccc1,2%,-10%,0.6%,2%,0%,
Cc1ccc(S(=O)(=O)N(C)C)cc1NC(=O)C(C)OC(=O)c1ccc2c(=O)n3c(nc2c1)CCC3 (stereo not drawn),·,-10%,0.1%,·,·,
CC(C)c1ccc(N(CC(=O)NCc2ccco2)C(=O)CCC(=O)Nc2nccs2)cc1,13%,6%,1.2%,2%,2%,
O=C1CN=C(c2ccccc2)c2cc(Br)ccc2N1,3%,-3%,0.3%,3%,12%,
CCOC(=O)Cc1csc(NC(=O)CN2CCOCC2)n1,-4%,-1%,i,-6%,-15%,
CC(Sc1ccc(S(=O)(=O)N2CCCC2)cn1)C(N)=O (stereo not drawn),7%,-5%,6.9%,·,-13%,
CCCNC(=O)C(Cc1ccc(C(F)(F)F)cc1)NC(=O)c1ccc(C#N)cc1 (stereo not drawn),-9%,-4%,0.2%,·,-15%,inhibitors of VEEV 10K pilot screen=0.0
COC(=O)CC(c1ccc(F)cc1)n1c(C)ccc1C (stereo not drawn),3%,-7%,0.7%,7%,-9%,
CCC1(C)Cc2ccccc2-c2nc(NCCCO)[nH]c(=O)c21 (stereo not drawn),5%,-18%,1.3%,10%,-8%,
Cc1nc(-c2cccc(NC(=O)c3cc4cc(Br)ccc4oc3=O)c2)cs1,6%,3%,5.5%,4%,20%,
CCC(C)[C@H](NC(=O)NCc1ccco1)C(=O)OC (stereo partly drawn),3%,-1%,0.8%,6%,-1%,
CNC(=O)N(O)C1N(/N=C/c2cccs2)C(=S)SC1(C)C (stereo not drawn),-18%,10%,1.8%,-7%,-20%,
CCOC(=O)c1c(NC(=O)CC2Nc3ccccc3NC2=O)sc(C)c1C (stereo not drawn),-3%,-7%,1.3%,-8%,-3%,
O=C(O)c1ccccc1CSC1=NCCS1,-7%,-13%,1.6%,-15%,1%,
Nc1nc(=S)c2ncn(C3OC(CO)CC3O)c2[nH]1 (stereo not drawn),·,-2%,1.3%,·,·,
COC(=O)c1sccc1NC(=O)Nc1cccc(OC)c1,-4%,-1%,0.8%,-2%,-6%,
CC(NC(=O)c1ccccc1)c1nc2ccccc2n1Cc1ccccc1F (stereo not drawn),-11%,·,·,-6%,·,
CCCCCOc1ccc(N2C(=O)CC(N(O)c3ccccc3)C2=O)cc1 (stereo not drawn),?,4%,7.5%,0%,74%,
Cc1cc(C)nc(SCCC(=O)N2CCOCC2)n1,-3%,-10%,1.4%,-4%,-5%,
O=C(Nc1ccc2c(c1)OCO2)C1CCN(Cc2cc3c(cc2O)OCO3)CC1,-11%,15%,2.1%,-3%,0%,
O=C(O)C1C2C=CC(C2)C1C(=O)Nc1nccs1 (stereo not drawn),3%,9%,3.6%,7%,-3%,
CC(C)=CC(=O)OCC(=O)Nc1cccc([N+](=O)[O-])c1,-3%,-9%,1.0%,-1%,47%,
COc1ccc(C(=O)N2CCN(c3ccc(C(C)=O)cc3F)CC2)cc1S(=O)(=O)NC1CC1,5%,-5%,0.1%,·,-12%,
Cc1ccc(C(=O)N2CCN(c3ccc([N+](=O)[O-])c(NCc4cccnc4)c3)CC2)cc1,1%,4%,5.2%,-5%,5%,
Brc1ccc(CN2CCNCC2)s1,0%,-4%,i,-8%,0%,
COc1ccc(N(CC(=O)NCc2ccccc2OC)S(=O)(=O)c2c(C)nn(C)c2C)cc1,-7%,26%,0.7%,-6%,8%,
CC(=O)c1cc(Cl)ccc1OCC(=O)NC1CCCC1,·,-9%,1.8%,·,·,
N#CC(=C(O)CN1CCN(c2ccccc2F)CC1)c1nc(-c2ccc(Cl)cc2)cs1,·,2%,2.0%,·,·,
CONC(=O)C1CCN(C(=O)OCc2ccccc2)CC1,-9%,-4%,i,6%,6%,
CC1Oc2ccccc2N(CC(=O)Nc2ccccc2F)C1=O (stereo not drawn),-4%,1%,i,-6%,-20%,
CCS(=O)(=O)N1CCCC(C(=O)NCCc2ccccc2)C1 (stereo not drawn),7%,3%,0.3%,-8%,-5%,
Cc1cc(C)cc(NC(=O)CCCSc2nc3ccccc3[nH]2)c1,36%,-6%,4.0%,-9%,59%,
Cc1ccccc1Cn1cc(NC(=O)c2noc(C(C)C)c2[N+](=O)[O-])cn1,5.1µM*,6%,2.0%,-3%,7.6µM*,
Cc1sc(=NC(=O)c2ccco2)n(C)c1-c1ccc(F)cc1,1%,-11%,5.8%,-3%,42%,
COc1ccc(S(=O)(=O)N2CCOC2CNC(=O)C(=O)NCCCn2ccnc2)cc1OC (stereo not drawn),-3%,-6%,i,8%,-16%,inhibitors of VEEV 10K pilot screen=0.3
COCCNC(=O)CC(c1ccccc1)c1ccccc1,-6%,-3%,1.8%,5%,-5%,
O=C(/C=C/c1c(F)cccc1Cl)N1CCOCC1,3%,-8%,3.0%,27%,12%,
Cn1c(C(=O)OC(C(=O)NC2CCCC2)c2cccnc2)cc2sccc21 (stereo not drawn),-2%,-5%,0.7%,6%,1%,
Brc1ccccc1C1Nc2cccc3cccc(c23)N1,10%,1%,2.9%,2%,37%,
COc1ccc(N(C)S(=O)(=O)c2cccc(C(=O)NC3CCC(C)CC3)c2)cc1 (stereo not drawn),7%,-6%,7.1%,-6%,18%,
O=C(Cn1cc[n+](Cc2ccccc2)c1)c1ccc([N+](=O)[O-])cc1,2%,6%,0.6%,-4%,32%,
O=C(Nc1ccc(S(=O)(=O)Nc2cnc3ccccc3n2)cc1)c1cc(F)c(F)cc1Cl,-1%,0%,0.2%,-9%,3%,
CCC(C(=O)Nc1ccc2[nH]ncc2c1)c1ccccc1 (stereo not drawn),1%,21%,0.3%,2%,11%,
COc1ccc(-c2cc(C(=O)NC3CCCCC3)no2)cc1OC,4%,-9%,0.8%,-5%,-5%,
CCCCCn1c(=NC(=O)c2cccnc2)c(C#N)cc2c(=O)n3cccc(C)c3nc21,-1%,-3%,4.8%,4%,-1%,

# From PubChem
